High-throughput results (PubChem)
Mtb RmlCD inh: M. tuberculosis RmlC/RmlD inhibition. inhibition, % at 3.6 µM. P9WH09+P9WH11. AID 1533. 0.03% of 160,000 active. RmlC+RmlD coupled enzyme assay, percent inhibition; primary screen in compound mixtures; in the data active = inhibition mostly above about 34%, no sharp cut-off; also: some results filed as inactive read as strong as hits
Target sequence (P9WH09 whole entry, looked up): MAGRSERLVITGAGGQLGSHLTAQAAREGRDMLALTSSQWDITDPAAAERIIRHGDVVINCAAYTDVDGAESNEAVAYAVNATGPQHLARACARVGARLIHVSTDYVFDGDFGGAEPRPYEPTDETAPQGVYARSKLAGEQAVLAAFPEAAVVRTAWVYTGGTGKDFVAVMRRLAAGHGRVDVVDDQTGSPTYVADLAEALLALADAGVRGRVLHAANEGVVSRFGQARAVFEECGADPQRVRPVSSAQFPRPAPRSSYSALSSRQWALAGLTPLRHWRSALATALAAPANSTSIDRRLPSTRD
Target sequence (P9WH11 whole entry, looked up): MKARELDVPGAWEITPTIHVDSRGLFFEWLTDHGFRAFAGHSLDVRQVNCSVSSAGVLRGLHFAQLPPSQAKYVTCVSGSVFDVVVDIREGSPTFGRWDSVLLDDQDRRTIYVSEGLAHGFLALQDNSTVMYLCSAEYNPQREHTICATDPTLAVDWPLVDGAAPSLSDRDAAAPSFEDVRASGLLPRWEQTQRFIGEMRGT
GlmU inhibition: inhibition of mycobacterial GlmU enzyme – biochemical, glucosamine-1-phosphate acetyltransferase (AID 1376) | M. tuberculosis GlmU acetyltransferase enzyme assay; higher % means a stronger effect | one-dose inhibition, %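 (tested at 30 µM in the primary screen)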; IC50 in µM for titrated hits | 0.25% of 220,000 active; in the data active = inhibition above about 13%;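 also: 0% = complete reaction with vehicle and 100% = reaction without substrate; strong numbers were not always called active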
Active calls of the source: *; x = no result given. A portion of the library (hit frequency here may not be typical).

SMILES | Mtb RmlCD inh | GlmU inhibition
Cc1nnc(NC2CCCCC2)[nH]c1=O | 2 | 6.1%
O=C(c1cn(-c2ccccc2)nc1-c1ccc(Cl)s1)N1CCOCC1 | x | -4.3%
C/C(CC(=O)Nc1cccc(Cl)c1Cl)=N\NC(=O)c1ccccc1N | 7 | -4.0%
Cc1ccc(NC(=O)C2CCCN(C(=O)c3ccc(Cl)cc3)C2)cc1S(=O)(=O)N1CCOCC1 (stereo not given) | 9 | -6.3%
CCOC(=O)C1CCCCN1Cc1cccc(OC)c1OC (stereo not given) | 9 | 2.0%
NC(=O)CC(NC(=O)c1ccc(Br)cc1)c1ccc(NCc2ccc(F)c(F)c2)c([N+](=O)[O-])c1 (stereo not given) | 4 | 9.3%
O=C(c1cccc(N2C(=O)C3C4C=CC(C4)C3C2=O)c1)N1CCN(c2ccccc2)CC1 (stereo not given) | -8 | 2.7%
Cc1cc(NCCN2CCOCC2)n2nc(C)c(-c3ccc(Cl)cc3)c2n1 | 2 | 0.2%
O=C(Nc1ccc2c(c1)OCCO2)C1CCCN(S(=O)(=O)c2cccs2)C1 (stereo not given) | 1 | 0.6%
CC(C)CN1C(=O)c2ccc(C(=O)Nc3c[nH]c(=O)[nH]c3=O)cc2C1=O | 6 | 0.2%
Cc1noc(C)c1C(=O)N1CCC2(CC1)Oc1ccc(F)cc1C(=O)C21CC(c2ccc(Cl)cc2)=NO1 (stereo not given) | 8 | 0.0%
COc1ccc(Oc2nc(SC)nc3ccsc23)cc1 | -8 | 1.5%
Cc1c(/C=N/N2C(=O)C3C4C=CC(C4)C3C2=O)c2ccccc2n1C (stereo not given) | 4 | 2.3%
Cc1ccc(CSc2nnc(Nc3ccc(C)cc3)s2)cc1 | -17 | 6.7%
c1ccc(Sc2cccc3ccccc23)c(CNC2=NCCN2)c1 | 16 | -4.5%
CCOC(=O)C1=C(C)N=C2SC(C(=O)OC)=CC(=O)N2C1c1ccc(OC)cc1 (stereo not given) | -8 | -0.7%
Cc1nnc(NC(=O)c2ccc(S(=O)(=O)N3CCCCCC3)cc2)o1 | 14 | 2.5%
CCCCC1=CC2=C(c3ccco3)C(=O)C(C)(OC(=O)c3ccc(OC)cc3)C(=O)C2=CN1Cc1ccc2c(c1)OCO2 (stereo not given) | x | 1.7%
COc1ccc(-c2cc([C@H]3[C@H]4C=CC[C@@H](C)[C@@H]4C(=O)N3Cc3ccccc3)ccc2F)cc1 | 0 | -3.3%
COc1ccc(O)c(C(=O)C2c3ccccc3C(=O)N2c2ccc(C)cc2)c1 (stereo not given) | -9 | 3.0%
Cc1ccc(S(=O)(=O)Nc2cc(=O)[nH]c3c2CCC3)cc1 | 8 | x
COc1ccc(N2C(=O)CCC(C(=O)N3CCCCC3)C2c2ccc(OC)c(OC)c2)cc1 (stereo not given) | x | -0.5%
CCO[C@@H]1OC(C(=O)NC2CC2)=C[C@H](C2CC2)[C@H]1CCCO | x | 0.6%
O=C(c1ccco1)c1cn(Cc2ccccc2)c2ccccc12 | -9 | 0.1%
Cc1nn(-c2ccccc2)c(C)c1C(=O)OCC(=O)N(C)C1CCS(=O)(=O)C1 (stereo not given) | -7 | 3.8%
O=C(Nc1cccc(F)c1)c1c(O)c2cccc3c2n(c1=O)CCC3 | 15 | 6.6%
CN1CCN(CC(=O)Nc2nc(-c3ccccc3)cs2)CC1 | 0 | x
CCCCNC(=O)/C(C#N)=c1\s/c(=C\c2ccccc2OC(F)F)c(=O)n1CCCOC | -5 | -7.0%
Cc1c(C(=O)NCc2n[nH]c(=S)n2-c2ccc(F)cc2)cccc1[N+](=O)[O-] | 7 | x
CCOC(=O)c1sc(NC(=O)c2ccncc2)nc1C | -15 | 0.0%
COc1ccccc1CCN=C(N)NS(=O)(=O)c1ccc(C)cc1 | 10 | 0.6%
COc1ccccc1NC(=S)N1CCCC1 | -7 | 5.0%
Cc1cc(C)cc(NC(=O)CN2C(=O)NC(C)(c3ccccc3)C2=O)c1 (stereo not given) | -5 | -3.1%
Cc1cccc2sc(NC(=O)c3ccc(NS(=O)(=O)c4cccs4)cc3)nc12 | -4 | 5.1%
CC(C)[C@H](NC(=O)c1cccc(S(=O)(=O)N2CCOCC2)c1)C(=O)Nc1nc2ccccc2s1 | 1 | 1.9%
c1ccc(CCc2ccccc2-c2nc(-c3cccnc3)no2)cc1 | -4 | -4.1%
Cc1ccccc1C(=O)NCC(=O)NNC(=S)NC(=O)c1ccccc1C | -7 | 3.8%
O=C(Cn1cnc2scc(-c3ccc(F)cc3)c2c1=O)N1CCOCC1 | -7 | 1.5%
CN(C)CCNC(=S)Nc1ccccc1Cl | -10 | -1.2%
C/C(=N\NC(=O)c1cccnc1)c1ccc(OC2OCCOC2Oc2ccc(/C(C)=N/NC(=O)c3cccnc3)cc2)cc1 (stereo not given) | -4 | -4.7%

26 structures already listed, sorted by formula weight, smallest number first:
SMILES | Mtb RmlCD inh | GlmU inhibition
Cc1nnc(NC2CCCCC2)[nH]c1=O | 2 | 6.1%
COc1ccccc1NC(=S)N1CCCC1 | -7 | 5.0%
CN(C)CCNC(=S)Nc1ccccc1Cl | -10 | -1.2%
CCOC(=O)c1sc(NC(=O)c2ccncc2)nc1C | -15 | 0.0%
O=C(c1ccco1)c1cn(Cc2ccccc2)c2ccccc12 | -9 | 0.1%
Cc1ccc(S(=O)(=O)Nc2cc(=O)[nH]c3c2CCC3)cc1 | 8 | x
CCO[C@@H]1OC(C(=O)NC2CC2)=C[C@H](C2CC2)[C@H]1CCCO | x | 0.6%
Cc1ccc(CSc2nnc(Nc3ccc(C)cc3)s2)cc1 | -17 | 6.7%
Cc1c(/C=N/N2C(=O)C3C4C=CC(C4)C3C2=O)c2ccccc2n1C (stereo not given) | 4 | 2.3%
O=C(Nc1cccc(F)c1)c1c(O)c2cccc3c2n(c1=O)CCC3 | 15 | 6.6%
Cc1cc(C)cc(NC(=O)CN2C(=O)NC(C)(c3ccccc3)C2=O)c1 (stereo not given) | -5 | -3.1%
CC(C)CN1C(=O)c2ccc(C(=O)Nc3c[nH]c(=O)[nH]c3=O)cc2C1=O | 6 | 0.2%
O=C(Cn1cnc2scc(-c3ccc(F)cc3)c2c1=O)N1CCOCC1 | -7 | 1.5%
O=C(c1cn(-c2ccccc2)nc1-c1ccc(Cl)s1)N1CCOCC1 | x | -4.3%
C/C(CC(=O)Nc1cccc(Cl)c1Cl)=N\NC(=O)c1ccccc1N | 7 | -4.0%
Cc1cc(NCCN2CCOCC2)n2nc(C)c(-c3ccc(Cl)cc3)c2n1 | 2 | 0.2%
Cc1nn(-c2ccccc2)c(C)c1C(=O)OCC(=O)N(C)C1CCS(=O)(=O)C1 (stereo not given) | -7 | 3.8%
O=C(Nc1ccc2c(c1)OCCO2)C1CCCN(S(=O)(=O)c2cccs2)C1 (stereo not given) | 1 | 0.6%
CCOC(=O)C1=C(C)N=C2SC(C(=O)OC)=CC(=O)N2C1c1ccc(OC)cc1 (stereo not given) | -8 | -0.7%
O=C(c1cccc(N2C(=O)C3C4C=CC(C4)C3C2=O)c1)N1CCN(c2ccccc2)CC1 (stereo not given) | -8 | 2.7%
COc1ccc(N2C(=O)CCC(C(=O)N3CCCCC3)C2c2ccc(OC)c(OC)c2)cc1 (stereo not given) | x | -0.5%
CC(C)[C@H](NC(=O)c1cccc(S(=O)(=O)N2CCOCC2)c1)C(=O)Nc1nc2ccccc2s1 | 1 | 1.9%
Cc1ccc(NC(=O)C2CCCN(C(=O)c3ccc(Cl)cc3)C2)cc1S(=O)(=O)N1CCOCC1 (stereo not given) | 9 | -6.3%
Cc1noc(C)c1C(=O)N1CCC2(CC1)Oc1ccc(F)cc1C(=O)C21CC(c2ccc(Cl)cc2)=NO1 (stereo not given) | 8 | 0.0%
NC(=O)CC(NC(=O)c1ccc(Br)cc1)c1ccc(NCc2ccc(F)c(F)c2)c([N+](=O)[O-])c1 (stereo not given) | 4 | 9.3%
CCCCC1=CC2=C(c3ccco3)C(=O)C(C)(OC(=O)c3ccc(OC)cc3)C(=O)C2=CN1Cc1ccc2c(c1)OCO2 (stereo not given) | x | 1.7%

3 compounds already listed, ordered by number of heavy atoms, low to high.
SMILES | Mtb RmlCD inh | GlmU inhibition
COc1ccccc1CCN=C(N)NS(=O)(=O)c1ccc(C)cc1 | 10 | 0.6%
O=C(c1cn(-c2ccccc2)nc1-c1ccc(Cl)s1)N1CCOCC1 | x | -4.3%
Cc1ccc(NC(=O)C2CCCN(C(=O)c3ccc(Cl)cc3)C2)cc1S(=O)(=O)N1CCOCC1 (stereo not given) | 9 | -6.3%

Next part.
SMILES | Mtb RmlCD inh | GlmU inhibition
Cc1noc(C)c1C(=O)Nc1nnc(CC(C)C)s1 | -5 | x
COc1cccc(NC(=S)NN2C(C)CCCC2C)c1 (stereo not given) | 5 | 3.0%
Cc1ccc(-c2nc(=S)c3c(n2Cc2ccco2)CC(C)(C)OC3)cc1 | 10 | 0.7%
COC(=O)c1sccc1NC(=S)N1CCN(c2cccc(C)c2C)CC1 | -33 | 1.9%
O=C(OCCC1Oc2cccnc2NC1=O)c1ccc(F)cc1 (stereo not given) | -7 | -0.1%
ONC(=Nc1ccccc1)C(=Nc1ccccc1)NO | -13 | 7.2%
N#Cc1ccccc1NC(=O)c1cc(=O)c2ccccc2o1 | -5 | -2.8%
CC(C)(C)c1ccc(SCCc2ccccn2)cc1 | 20 | 4.3%
Cc1ccc(N2C(=O)CC(NCc3ccc4c(c3)OCO4)C2=O)cc1Cl (stereo not given) | -5 | -4.3%
CCOC(=O)c1cccc(S(=O)(=O)N(CCO)Cc2cc3cc(OC)ccc3[nH]c2=O)c1 | -4 | -2.6%
Cc1ccc(C)c(CSc2nnc(C)c(=O)n2N)c1 | 7 | 2.7%
COCCNC(=S)Nc1ccc2[nH]c(=O)[nH]c2c1 | 8 | -0.1%
CCOC(=O)C1=C(N)N(c2ccccc2)C2=C(C(=O)CCC2)C1c1cccnc1 (stereo not given) | -4 | 7.7%
Cc1c(NP(=O)(Oc2ccccc2F)Oc2ccccc2F)c(=O)n(-c2ccccc2)n1C | x | -0.1%
CSc1nc2c(c(=O)[nH]1)C(c1cccc(Cl)c1Cl)CC(=O)N2 (stereo not given) | 4 | 1.8%
Nn1c(-c2ccccn2)nnc1-c1ccccn1 | 7 | -3.1%
COc1ccc(N(/N=C2\Sc3ccccc3C2=O)C(C)=O)cc1 | 19 | 8.8%
CC1CCc2c(sc(NC(=O)CSc3ncn[nH]3)c2C#N)C1 (stereo not given) | 3 | 4.0%
O=C(N/N=C/c1ccc(N2CCOCC2)cc1)c1ccccn1 | x | -1.2%
O=C(NCCCN1CCCC1=O)c1nnc(Cc2c(F)cccc2Cl)o1 | -1 | -4.2%
CCc1nc(SCc2ccc(F)cc2)n[nH]1 | -9 | 2.9%
O=C(/C=C/Nc1cccc(C(F)(F)F)c1)C(F)(F)F | 47 | x
C=C(C)CNC(=S)N1CCNC(=O)C1CC(=O)OC (stereo not given) | -10 | 8.2%
COc1ccc(NC(=O)COC(=O)c2ccc(OCc3c(C)noc3C)cc2)cc1OC | -8 | -0.9%
CC1=C(C)CC(C(=O)Nc2cccc(Cl)c2)C(C(=O)O)C1 (stereo not given) | 4 | 3.8%
COc1ccc(NC(=O)CN2CCN(S(=O)(=O)c3ccc(Cl)cc3)CC2)cc1Cl | 8 | -6.2%
